IEC-6 tox = cytotoxicity in IEC-6 intestinal epithelial cells, primary screen, cytotoxicity control for KLF5 inhibitor project, cell-based, luminescence | IEC-6 cytotoxicity, luminescence viability | AID 1825, 2009 | inhibition, % at 5 µM | hit rate 0.78% among 290,000; in the data active means inhibition above about 22%;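 further: 0% = plate median of test compound wells and 100% = cytotoxic reference compound wells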
AI-2 QS mod = Vibrio harveyi AI-2 quorum sensing modulators, primary screen, JMH597 strain, luminescence/OD600 ratio | hit rate 0.4% among 300,000 | Vibrio harveyi JMH597 AI-2 luminescence/OD600 ratio, 9 h; active compounds read low; strain lacks LuxN and CqsS sensors; 0 = neutral-control median | activity change, % at 7.5 µM; in the data active means activity change below about -75%, passing the limit was not always enough; inconclusive means no clear call, values can overlap the other calls;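 further: luminescence divided by OD600 gain over 9 h not by final OD600 alone; inactives centre near 13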
GSK3A inh = blockers of GSK3A enzyme activity – biochemical, luminescence, cell-free homogeneous, HTS, primary screen; Glycogen synthase kinase-3 alpha (Homo sapiens), P49840; inhibition, % at 10 µM; hit rate 0.1% among 320,000; GSK-3 alpha kinase, ADP-Glo luminescence, 60 min;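 in the data active means inhibition above about 50%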;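 further: GST-tagged GSK-3 alpha with peptide substrate and 25 µM ATP; 0% = DMSO neutral wells and 100% = GW8510 positive control wells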
Target sequence (P49840 whole entry, looked up): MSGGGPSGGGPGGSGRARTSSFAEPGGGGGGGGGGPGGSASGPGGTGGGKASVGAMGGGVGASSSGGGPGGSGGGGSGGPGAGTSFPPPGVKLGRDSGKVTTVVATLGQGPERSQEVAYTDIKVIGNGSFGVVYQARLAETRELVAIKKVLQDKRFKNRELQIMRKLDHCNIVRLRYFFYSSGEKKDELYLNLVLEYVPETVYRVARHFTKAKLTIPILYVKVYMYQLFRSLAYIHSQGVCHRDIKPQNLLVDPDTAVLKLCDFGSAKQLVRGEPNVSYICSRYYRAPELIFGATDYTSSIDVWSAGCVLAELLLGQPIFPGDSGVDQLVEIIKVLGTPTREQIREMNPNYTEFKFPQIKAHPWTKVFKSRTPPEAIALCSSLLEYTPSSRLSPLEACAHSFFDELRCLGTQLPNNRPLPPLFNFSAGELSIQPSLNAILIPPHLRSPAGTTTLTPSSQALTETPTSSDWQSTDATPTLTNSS
KLF5 inhibitor = KLF5 expression inhibitors, primary screen, DLD-1 cells, luminescence. DLD-1 KLF5 promoter-luciferase reporter. inhibition, % at 5 µM. hit rate 0.23% among 290,000. AID 1700, 2009;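 active means inhibition above a per-plate limit of that plate's mean compound inhibition plus 3 SD, cut at about 60% in these data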;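 further: 0% = DMSO wells and 100% = LY294002 at 200 µM; higher means less KLF5 promoter-driven luciferase light; inactives centre near -14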
GSK3B inh = human GSK3beta kinase inhibitors, primary screen, biochemical, cell-free homogeneous, HTS. activity score (negative = inhibition), % at 10 µM. AID 2097, 2009. GST-GSK3beta kinase, ADP-Glo luminescence, 60 min; active compounds read low. hit rate 0.038% among 300,000;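 active means more than half of replicate wells score below -50%, meaning over 50% inhibition versus plate controls; inconclusive means some replicates but at most half score below -50%; inactive means no replicate scores below -50%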;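 further: 0% = median DMSO wells and -100% = median GW8510 positive control wells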
Target sequence (P49841 whole entry, looked up): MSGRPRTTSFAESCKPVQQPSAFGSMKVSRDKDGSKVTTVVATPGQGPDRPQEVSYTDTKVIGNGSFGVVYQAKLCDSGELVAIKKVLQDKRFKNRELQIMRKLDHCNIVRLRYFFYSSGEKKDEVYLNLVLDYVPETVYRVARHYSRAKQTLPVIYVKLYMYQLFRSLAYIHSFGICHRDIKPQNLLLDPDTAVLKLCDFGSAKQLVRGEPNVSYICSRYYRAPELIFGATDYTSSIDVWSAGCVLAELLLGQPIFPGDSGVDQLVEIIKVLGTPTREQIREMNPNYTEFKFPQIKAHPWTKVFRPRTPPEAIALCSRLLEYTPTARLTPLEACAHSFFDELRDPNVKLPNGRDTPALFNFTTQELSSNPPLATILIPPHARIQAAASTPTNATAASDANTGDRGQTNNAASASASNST
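Test system: GST-fused GSK3beta enzyme, cell-free | Quantity: 1.6 ng GST-GSK3beta enzyme per well | Reagent: 25 µM ATP with peptide substrate | Schedule: 60 min enzyme reaction, room temperature | Signal: Luminescent ADP-Glo measurement of ADP formed | Read-out basis: Score relative to plate controls | Control set: DMSO and 20 µM GW8510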
HSF1 inhib = HSF1 inhibitors in luciferase reporter cells, primary screen, cell-based, NIH3T3, luminescence; activity change, negative = inhibition, % at 7.5 µM (by protocol); NIH3T3-HGL HSE-luciferase, MG132-induced, luminescence 8 h; active compounds read low; hit rate 0.77% among 300,000;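 active means more than half of replicate wells show activity change below -50%, luminescence cut by over half; inconclusive means some wells, but at most half, below -50%; inactive means no replicate well below -50%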;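 further: luciferase reports HSF-1 transcriptional activity via heat shock element; 0% = median of DMSO wells and -100% = zero luminescence signal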
PolyA inh = polyadenylation inhibitors in yeast reporter cells, primary screen, luminescence, S. cerevisiae; S. cerevisiae SKY197-pL101 polyadenylation reporter, beta-gal luminescence; efflux-impaired pdr1/pdr3 knockout yeast; score 100 = 6 SD above DMSO; calls only at 12 µM; hit rate 0.02% among 300,000; AID 1875, 2009;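 active means lowest replicate activity score at least 50, where 100 means six control SD above control mean; inconclusive means lowest score under 50 but half or more replicates reach 50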;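 further: yeast exposed to compound for 9 h at 30 °C; higher score means more reporter readthrough which indicates perturbed polyadenylation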
aSyn 5UTR inh = MLPCN primary screen, SNCA 5' untranslated region; alpha-synuclein 5'UTR reporter, inhibitor activity; inhibition, % (tested at 7.5 µM); hit rate 0.82% among 300,000; AID 1813, 2009; in the data active means inhibition above about 60%; inconclusive means no clear call, values can overlap the other calls;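 further: H4 neuroglioblastoma cells stably carrying SNCA 5'UTR luciferase fusion; 0% = DMSO wells and 100% = positive control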
HSP90 refold inh = HSP90 inhibitors, primary screen, cell lysate, luminescence; inhibition, % at 5.6 µM; AID 1789, 2009; hit rate 0.91% among 290,000; Rabbit reticulocyte lysate, luciferase refolding luminescence, 3 h; Heat shock protein HSP 90 (rabbit reticulocyte lysate; luciferase refolding);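 active means inhibition above the screen-wide mean plus 3 SD, computed separately per campaign, cut at about 16% in these data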;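 further: 0% = DMSO wells and 100% = 60 µM geldanamycin wells; inhibitors lower the luminescence because luciferase stays unfolded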
HSF-1 act = HSF-1 activators, primary screen, NIH3T3-HGL cells, MG132 stress, luminescence, single point | NIH3T3-HGL HSF-1 luciferase reporter, 8 h; 100% = twice DMSO control signal | activation, % at 9 µM | hit rate 1.7% among 300,000;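 active means mean replicate activation of at least 50% with a set share of replicates each reaching 50%; inconclusive means only one of those two conditions met; inactive means mean below 50% and too few replicates reaching it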;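 further: 0% = median of the neutral control wells and 100% = twice that signal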
* hit, by the source's call; i = inactive; ? = inconclusive; . = no result given. These rows are one share of the data, so the mix of outcomes need not match the whole.

SMILES	IEC-6 tox	AI-2 QS mod	GSK3A inh	KLF5 inhibitor	GSK3B inh	HSF1 inhib	PolyA inh	aSyn 5UTR inh	HSP90 refold inh	HSF-1 act
CCOc1ccc(NC(=O)c2cc3cc4ccc(C)cc4nc3o2)cc1	-13	20	0	-1	2	2	i	-36	-6	-8
Cc1ccc(S(=O)(=O)N(CC(=O)N2CCC(C)CC2)c2cccc(C)c2)cc1	-8	14	-3	-2	-10	6	i	19	-3	4
C=CCCC(=O)N1CCC(n2nccc2NC(=O)c2ccccc2C)CC1	-1	24	0	-13	0	0	i	21	-4	-3
Cn1c(=N)n(CC(=O)c2ccc(Cl)c(Cl)c2)c2ccccc21	11	13	-2	41	-1	-63*	i	81*	41*	-68
Clc1ccc(-c2nc3ncccn3c2Nc2ccc3c(c2)OCO3)cc1	4	17	-1	-24	5	19	i	10	2	14
O=C(OCc1cccc(Cl)c1)c1cc(S(=O)(=O)N2CCCCC2)ccc1N1CCOCC1	9	15	0	-20	-2	34	i	-6	0	34
Cn1c(=O)[nH]c(=O)c2c1nc(NCCN)n2CCOc1ccccc1	-5	32	-1	-5	0	-6	i	-3	0	2
CCCCN(C(=O)c1ccc(S(=O)(=O)N2CCCCC2)cc1)C1CCS(=O)(=O)C1 (stereo unspecified)	.	20	.	.	1	4	i	2	.	18
Cn1cccc1/C=N/N1CCN(Cc2ccc(Cl)cc2)CC1	0	8	-4	2	1	-3	i	-19	-3	13
CCN(CC)C(=O)N1CCC(NC(=O)Cc2ccccc2)CC1	-4	36	-1	-25	0	-5	i	-8	1	9
COc1cc(C(=O)Oc2ccc3ccc(O)cc3c2)cc(OC)c1OC	-2	5	-4	-34	1	5	i	-26	0	12
Nn1c(SCC(=O)Nc2ccc3c(c2)OCCO3)nnc(CCC(=O)O)c1=O	2	12	-3	-13	2	-2	i	12	1	-13
Cc1cccc(OCCn2c(=O)n(C)c3ccccc32)c1	9	-4	0	-91	1	29	i	-162	-2	47
O=C(CCC(=O)c1ccccc1)NCCc1c[nH]c2ccccc12	22	7	-3	-3	3	-23	i	-12	0	-29
CCOC(=O)CSC1=NN2CCS(=O)(=O)N=C2S1	2	2	2	-16	2	0	i	4	1	-13
Cc1ccc2c(c1)N(CC(=O)N1CCCCCC1)C(=O)C(C)O2 (stereo unspecified)	0	16	0	8	1	0	i	8	-2	2
CCOC(=O)c1c(C)[nH]c(C)c1S(=O)(=O)N1CCN(c2ccc([N+](=O)[O-])cc2)CC1	7	-1	-1	-17	-3	11	i	51	0	29
CS(=O)(=O)N(CC(=O)N1CCN(c2ccccc2)CC1)c1ccc(Cl)c(C(F)(F)F)c1	1	21	-1	6	-1	4	i	22	4	6
CC1CCCC(n2c(=S)[nH]c3ccccc3c2=O)C1C (stereo unspecified)	3	-4	0	-19	-2	-9	i	28	0	0
O=C(Nc1cccc(C(F)(F)F)c1)c1cc(Br)cc2c1OCC2	6	1	0	-3	-3	-4	i	44	8	7
COc1ccc(/C=N/NC(=O)c2[nH]c(C)c(C(=O)N/N=C/c3ccc(OC)cc3)c2C)cc1	3	-6	.	-1	0	6	i	26	2	4
CCC1CCC(c2nnc(-c3ccc(Br)cc3)o2)CC1 (stereo unspecified)	1	25	-3	0	8	13	i	-44	0	30
COc1ccccc1CN(CC(=O)NCc1ccc2c(c1)OCO2)C(=O)c1csnn1	-2	.	-2	-21	.	2	i	-10	-2	22
Cc1cc(C)cc(NC(=O)COC(=O)CN=C2NS(=O)(=O)c3ccccc32)c1	3	17	0	-13	-3	-1	i	-9	2	-1
COc1ccc(C(CNC(=O)c2cccc(S(=O)(=O)Nc3cccc(C)c3)c2)N2CCOCC2)cc1 (stereo unspecified)	.	22	0	.	-4	7	i	14	.	30
O=C(O)c1ccc2noc(-c3ccccc3)c2c1	-7	69	17	-154	0	2	i	-119	41*	26
Cc1cccc(CN2CCN(CC(=O)NCc3cccs3)C2=O)c1	4	25	-1	-25	5	4	i	10	2	0
COc1ccc(-c2nc(NC(=O)Cn3cnnn3)sc2C)cc1	1	22	0	-27	-3	-7	i	-8	2	3
O=C1CCC(C(=O)Nc2ccc(Cl)cc2)N1 (stereo unspecified)	3	6	-3	6	1	2	i	-11	2	9
CC(C)CC(=O)N1CCN(S(=O)(=O)c2ccc3ccccc3c2)CC1	-4	8	-1	-18	3	5	i	17	0	-5
O=C(O)CC(Sc1n[nH]c(=S)s1)C(=O)O (stereo unspecified)	-5	22	-1	-9	0	.	i	.	-2	.
Cc1cc(C)cc(NCc2cc(=O)oc3cc(C)c(O)cc23)c1	7	18	-1	-16	0	-2	i	0	-2	-9
COc1ccc2nc(NC(=O)CN(c3ccc(C)cc3)S(=O)(=O)c3c(C)nn(C)c3C)sc2c1	-2	24	9	-11	2	-10	i	17	0	-9
CCN(CC)CCN(C(=O)c1ccc(C(=O)c2ccccc2)cc1)c1nc2ccc(OC)cc2s1	8	2	-4	-2	-1	-2	i	9	3	-14
COc1ccc(-c2nc(N3CCCC3)[nH]c(=O)c2C#N)cc1	-1	23	-1	-19	2	-4	i	32	5	7
CC(=O)NC(NC(C)=O)c1ccc(N(C)C)cc1	-1	-8	3	-46	1	1	i	-8	0	4
CCc1ccccc1NC(=S)N(Cc1cccc(C)c1)c1cccnc1	1	-2	-4	-22	2	-10	i	9	-1	-28
c1ccc(CNc2nc(N3CCN(Cc4ccccc4)CC3)nc3ccccc23)cc1	-6	23	-2	-8	0	-55*	i	51	4	-65
O=C(CSc1n[nH]c(-c2cccs2)n1)NC1CCS(=O)(=O)C1 (stereo unspecified)	0	4	0	-7	2	-4	i	10	0	-20
NS(=O)(=O)c1ccc(CCNC2CC(=O)N(CCc3ccccc3)C2=O)cc1 (stereo unspecified)	-1	.	4	-37	.	.	.	.	3	.
O=C(COc1ccc(Cl)cc1)NCc1nnc(SCC(=O)Nc2ccc(F)cc2F)o1	-4	12	-1	-4	0	2	i	11	-3	-13
Cc1cc(C(C)(C)C)cc(C)c1Cn1c2[n+](c3ccc(C(F)(F)F)cc31)CCCCC2	5	15	0	8	-10	-1	i	-5	4	5
O=C(c1ccccc1)c1ccc2c(c1)OCCOCCOCCOCCO2	0	15	-1	-23	-1	-4	i	-14	0	20
CN(C)S(=O)(=O)c1cccc(NC(=S)NCc2ccc3c(c2)OCO3)c1	5	5	5	-27	-1	-2	i	-10	-1	12
Brc1ccccc1OCCCOc1cccc2cccnc12	-3	9	-2	-110	-4	20	i	-55	-1	40
CCN(CC)S(=O)(=O)c1ccc(C(=O)NCCOC(=O)c2ccc(F)cc2F)cc1	5	6	1	5	1	-2	i	-7	3	-1
CCCCn1c(N)c(N(CCOC)C(=O)COC(=O)COc2ccccc2C#N)c(=O)[nH]c1=O	.	6	-3	.	-2	-8	i	12	.	10
CCCOc1ccc(N2C(=O)CC(N3CCC(C(=O)OCC)CC3)C2=O)cc1 (stereo unspecified)	12	21	-2	-8	-2	4	i	-7	5	1
COC(=O)c1ccc(-n2cnc(Cl)n2)c(F)c1	0	10	-2	-33	8	-6	i	-29	3	23
Nc1c(C(=O)OCC(=O)Nc2ccc(Cl)cc2[N+](=O)[O-])[nH]c(=O)[nH]c1=O	-7	43	0	-11	-1	-8	i	7	2	-22
O=C(Nc1ccccc1Cc1ccccc1)C1CC(=O)N(c2ccc3c(c2)OCCO3)C1 (stereo unspecified)	1	73	-1	-1	2	7	i	-21	-2	6
COc1ccc(C2=Nn3c(C)nnc3SC2)cc1	8	10	9	-35	-1	2	i	14	1	-1
COc1ccc(/C=N/NC(=O)COc2ccc3ccccc3c2)c(C(=O)O)c1OC	-5	32	-1	4	1	-5	i	-7	5	-20
COC(=O)C1CCN(c2cc(=O)n(-c3ccccc3Cl)c(=O)[nH]2)CC1	-3	.	3	-1	.	.	.	.	-5	.
Cc1cc(OCc2cccc(Cl)c2)c(C)cc1CN1CCOCC1	-2	9	0	-17	0	29	i	-65	-3	38
O=C1CC(N(O)c2ccccc2)C(=O)N1c1ccc(Cl)c(Cl)c1 (stereo unspecified)	2	13	2	-64	-2	10	i	-20	8	22
COc1ccc(-c2cc(=O)c3cc(C)ccc3[nH]2)cc1	-3	18	-1	-131	3	13	i	-63	6	12
O=C(CCc1nc2ccccc2s1)Nc1cccnc1	2	24	-1	2	-10	6	i	-22	0	23
O=C(Nc1ccc(F)cc1F)c1ccc(-n2cccn2)c([N+](=O)[O-])c1	2	28	-7	-6	-1	-5	i	-18	2	-4
COc1cccc(OC)c1C(=O)NC(=O)NNc1cc(C(F)(F)F)cc(C)n1	4	8	-1	-18	-3	8	i	3	-1	14

(further entries)
SMILES	IEC-6 tox	AI-2 QS mod	GSK3A inh	KLF5 inhibitor	GSK3B inh	HSF1 inhib	PolyA inh	aSyn 5UTR inh	HSP90 refold inh	HSF-1 act
NNc1cc(C(=O)O)ccc1Cl	-2	34	6	-2	-2	-3	i	-10	-2	3
CCOc1cccc(CN2CCN(Cc3ccc(C)o3)C(CCO)C2)c1O (stereo unspecified)	0	16	-4	-18	-2	1	i	-22	-1	13
Cc1cccc2cc3c(NC(=O)c4ccccn4)nn(C)c3nc12	2	25	-2	-10	2	-8	i	26	2	1
COc1ccc(NC(=O)CCCc2ccc(OC)c(C)c2)cc1	0	9	1	-35	-4	2	i	13	3	6
Cc1cc(C(=O)Nc2ccncc2)c2ccccc2n1	0	34	-3	-8	2	0	i	-16	-4	10
O=C(COc1ccc2ccccc2c1)Nc1nccs1	0	11	7	-120	-5	31	i	9	23*	?
CC(=O)N1CCc2cc(S(=O)(=O)CCC(=O)Nc3ccccc3F)ccc21	-3	17	5	-7	1	-1	i	0	-3	-7
O=C(/C=C/c1ccco1)Nc1nnc(-c2ccco2)s1	4	8	5	-11	-1	-11	i	-117	2	6
NC(=O)c1cc(-c2ccccc2)sc1NC(=O)Cc1ccc(S(=O)(=O)N2CCOCC2)s1	5	8	-8	3	2	11	i	16	4	20
